Screening results from PubChem.
DUSP3 inh: inhibitors of human VHR1 phosphatase (DUSP3) | inhibition, % at 20 µM | recombinant VHR phosphatase, colorimetric substrate read-out | AID 1992 | P51452 | 50,000 compounds, 0.7% hits; in the data active = inhibition above about 60%; note: some results filed as inactive read as strong as hits
Target sequence (P51452 whole entry, looked up): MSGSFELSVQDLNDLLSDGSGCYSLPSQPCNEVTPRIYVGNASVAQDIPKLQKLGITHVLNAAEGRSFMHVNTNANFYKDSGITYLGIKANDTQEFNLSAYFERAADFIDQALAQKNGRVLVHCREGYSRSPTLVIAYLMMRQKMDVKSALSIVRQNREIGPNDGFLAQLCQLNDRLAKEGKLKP
Starred values were filed as active, the others as inactive. An excerpt; the hit share may differ from the screen's.

Molecule	DUSP3 inh
COc1ccc(CCNC(=O)c2c(-c3ccccc3Cl)noc2C)cc1	-22
CN(C)c1cccc(C(=O)N2CCN(c3ccc(F)cc3)CC2)c1	-22
Cc1cc(OCC(=O)NNC(=O)c2cccc(Cl)c2)ccc1Br	-14
C=CCn1c(-c2ccccc2)c(NC(=O)c2ccco2)sc1=Nc1ccc(Br)cc1	89
CC(C)C(=O)Nc1ccc(N2CCOCC2)cc1	-11
Cc1cc(C)c([N+](=O)[O-])cc1-c1ccc(/C=c2\sc3nc4ccccc4n3c2=O)o1	103
COc1ccccc1N(CC(=O)NC12CC3CC(CC(C3)C1)C2)S(=O)(=O)c1ccccc1	4
O=C(N/N=C/c1ccccn1)c1[nH]c2ccc([N+](=O)[O-])cc2c1-c1ccccc1	11
COc1cc(/C=N/Nc2nc(-c3ccccc3)c(-c3ccccc3)s2)ccc1O	41
Cc1cccc2c(N=NC(=O)c3ccc(Br)cc3)c(O)n(C)c12	9
CCOc1ccc(N=Cc2ccc(OC(C)C)c(OC)c2)cc1	-20
Cc1cccc(OCCNc2cc(N3CCN(C)CC3)ccc2[N+](=O)[O-])c1	-20
CCOC(=O)c1ccccc1NC(=O)c1cc(-c2cccs2)nc2ccccc12	-31
CCC1=NN2C(=N)/C(=C/c3cc(Br)c(OCc4ccc(F)cc4)c(OC)c3)C(=O)N=C2S1	-2
Cc1ccc(NC(=O)Cc2ccc(Br)cc2)cc1C	-9
COc1cccc(N(CC(=O)Nc2ccccc2Br)S(=O)(=O)c2ccccc2)c1	-23
Cc1ccc(C2=C/C(=C\c3cccnc3)C(=O)O2)cc1	15
O=C(O)CC(C(=O)O)c1c[nH]c2ccccc12 (stereo unspecified)	-4
COC(=O)CN1C(CN2CCOCC2)=Nc2ccc(Br)cc2C1c1ccccc1 (stereo unspecified)	6
CN(C)c1ccc(/C=C2/C(=O)NN(c3ccc(F)c(Cl)c3)C2=O)cc1Br	44
O=C(Nc1ccc(-c2nc3ccccc3o2)cc1)c1ccc2c(c1)OCCO2	1
CCOC(=O)c1ccc(N2C(=O)c3ccc(C(=O)Nc4ccc(O)cc4C(=O)O)cc3C2=O)cc1	0
COc1ccc(N(CC(=O)N2CCCC2)S(=O)(=O)c2ccccc2)cc1Cl	2
O=C1CC(c2ccccc2)CC2=C1C(c1cccc(OCc3ccccc3)c1)Nc1ccccc1N2 (stereo unspecified)	8
CCCCNC(=O)c1cn(-c2ccccc2)nc1-c1ccccc1	-4
N#CC1=C(SCC(N)=O)NC(=O)CC1c1ccsc1 (stereo unspecified)	9
COc1ccc(/C=C2/C(=O)NC(=O)N(c3ccc(C(C)C)cc3)C2=O)cc1	11
CC(C)C(=O)Nc1ccc(C(=O)Nc2ccccc2C(=O)O)cc1	-18
Cn1c(=S)n(CCC(=O)O)c2ccccc21	-23
OCCN=Cc1c2ccc[nH]c-2c2ccccc12	29
CC(C)c1nnc(NC(=O)CSc2ncn[nH]2)s1	-2
CCOc1ccc(Cl)cc1/C=C1/SC(=S)N(c2ccccc2)C1=O	-10
COc1ccc(N(CC(=O)NCc2ccco2)S(=O)(=O)c2ccccc2)cc1Cl	-30
O=C(Nc1ccc2c(c1)OCO2)c1cnn2c1NC(c1ccco1)CC2C(F)(F)F (stereo unspecified)	-16
Cn1c(/N=C(\N)c2ccc([N+](=O)[O-])cc2)nc2ccccc21	-2
CC(C)c1nnc(NC(=O)COC(=O)/C=C/c2ccc([N+](=O)[O-])cc2)s1	-23
COC(=O)c1c(-c2cccc(C)c2)csc1N	94*
CC(C)(C)c1ccc(C(=O)Nc2ccc(OC(F)(F)F)cc2)cc1	1
Cc1ccc(N2NC(=O)/C(=C\c3ccc4c(c3)OCO4)C2=O)cc1	2
O=C1CC(c2ccccc2)CC(O)=C1C=NCc1ccc2c(c1)OCO2 (stereo unspecified)	30
CCN(CC)S(=O)(=O)c1cc(C(N)=O)ccc1Br	-2
C/C=C/COC(=O)C1=C(C)NC(=O)NC1c1ccc(Cl)cc1 (stereo unspecified)	-26
O=C(Nc1c[nH]c(=O)[nH]c1=O)c1ccc(Br)cc1	-7
Cc1c(/C=C2\C(=O)NC(=O)N(c3ccc(Cl)cc3)C2=O)c2ccccc2n1C	-4
COc1ccc(CCNC(=O)c2ccccc2)cc1OC	-2
COc1ccc(NC(=O)CC(C)Cc2ccc(Cl)cc2)cc1 (stereo unspecified)	-44
COc1ccc(Br)cc1/C=C/C(=O)Nc1cccc(-c2nc3ncccc3o2)c1C	4
CCOCCOC(=O)C1=C(C)NC2=C(C(=O)CCC2)C1c1cccc(F)c1 (stereo unspecified)	-10
NC(=O)NC(c1ccccc1)c1cccc(Cl)c1 (stereo unspecified)	-5
CCSc1nnc(NC(=O)C2CC2c2ccccc2)s1 (stereo unspecified)	-12
CCCCOc1ccc(C=C2C(=O)N(C)C(=O)N(C)C2=O)cc1	-30
O=[N+]([O-])c1ccc(Cl)c(-c2nnc(-c3ccc(Br)o3)o2)c1	13
CCOC(=O)c1ccccc1NC(=O)C1CC(=O)N(c2ccc(CC)cc2)C1 (stereo unspecified)	-16
COc1ccc(N2C(=O)C3C(C2=O)C2C=CC3C23CC3)c([N+](=O)[O-])c1 (stereo unspecified)	10
C=CCOc1ccc2c(C)c(CC)c(=O)oc2c1	9
CC1=C(C(=O)OCc2ccccc2)C(c2ccccc2C(F)(F)F)CC(=O)N1 (stereo unspecified)	17
COc1ccc(CCNC(=O)CN(c2ccc(C)cc2)S(=O)(=O)c2ccc(F)cc2)cc1OC	12
CCOc1ccc2c(c1)NC(C)(C)C1=C2C2(SC(C(=O)OC)=C(C(=O)OC)S2)C(C(=O)OC)=C(C(=O)OC)S1	-5
O=C(O)CCCCCCCCCCC1COCCO1 (stereo unspecified)	-4
CC1(C)Cc2ccccc2C(Nc2ccc(Cl)cc2)=N1	-9

Carrying on.
Molecule	DUSP3 inh
COc1ccccc1OCCCOc1cccc2ccccc12	-18
O=C(c1cc(F)c(F)cc1Cl)n1nnc2ccccc21	2
CCN(C(=O)c1ccccc1)c1ccccc1	-18
CCOC(=O)C1=C(C)N=c2s/c(=C\c3ccc(Br)o3)c(=O)n2C1c1cccc(OC)c1 (stereo unspecified)	-13
COc1ccc(NC(=O)COc2c(C)cc(C)cc2C)c(OC)c1	-33
O=C(NCCSc1ccccn1)c1cccc(Cl)c1	-13
C#CCOC(=O)CN1C(=O)c2cccc3cccc(c23)C1=O	-5
Cc1ccc(Cl)cc1NC(=O)CN(c1ccccc1)S(=O)(=O)c1ccccc1[N+](=O)[O-]	-19
Cc1cc(=O)[nH]c(Sc2nnc(-c3ccccc3)c3ccccc23)n1	-8
C(=C\c1ccccc1)/CSc1nnc(-c2ccco2)n1-c1ccccc1	30
CCCn1c2ccccc2c2cc(C(C)=O)ccc21	-18
O=C(NCCOC(=O)c1ccc(F)cc1)c1ccncc1	-14
CCOC(=O)c1cc2nc(-c3ccccc3)cc(C)n2n1	-23
CCOc1ccccc1NC(=O)C(=O)NCCO	-24
NNC(=O)CN1C(=O)Nc2ccc(Br)cc2C1c1ccccc1 (stereo unspecified)	5
COc1ccc(N(CC(=O)NCC2CCCO2)S(=O)(=O)c2ccc(OC)c(OC)c2)cc1 (stereo unspecified)	14
O=C(Cc1ccccc1)Nc1ccc(C(=O)OC2CCCCC2)cc1	0
COc1cc(C(=O)N/N=C/c2c[nH]c3ccccc23)ccc1O	-3
O=C(NCCCN1CCOCC1)/C(=C/c1ccc(-c2cccc([N+](=O)[O-])c2)o1)NC(=O)c1ccccc1	-5
OCCn1nc(-c2ccccc2)cc1-c1ccccc1	-10
CCOC(=O)c1c(-c2ccccc2)oc2ccc(OC(C)C(=O)OCC)cc12 (stereo unspecified)	6
Cc1c(-n2c(CN3C(=O)c4ccccc4C3=O)nc3ccccc3c2=O)c(=O)n(-c2ccccc2)n1C	-9
CSc1nc(-c2ccccc2)nc(N2CCCC2)c1C(C)=O	-19
O=C(O)c1cc(-c2ccc(/C=C/c3cc(C(F)(F)F)[nH]c(=O)n3)o2)ccc1Cl	-5
O=C(N/N=C/c1ccccc1O)c1cc(=O)[nH]c2ccccc12	3
CCCCOC(=O)c1nc2nc(C)cc(C)n2n1	-20
C(=N\Nc1nc(Nc2ccccc2)nc(N2CCOCC2)n1)/c1ccc2ccccc2c1	-24
Cn1c(O)c(N=Nc2ccccn2)c2ccccc21	-40
O=C(Cc1ccccc1)NNC(=O)c1ccccc1C(=O)O	16
O=C1NC(c2ccccc2OCc2ccccc2)Nc2sc3c(c21)CCCC3 (stereo unspecified)	-4
CCOC(=O)C1=C(C)N=c2s/c(=C\c3ccc4c(c3)OCO4)c(=O)n2C1/C=C/c1ccccc1 (stereo unspecified)	-17
Cc1ccc(CCCCCCCCCCCC(=O)N2CCOCC2)cc1	-29
COc1cc(OC)c(OC)cc1CN1CCN(C2CCCCC2OC)CC1 (stereo unspecified)	62
NC(=O)c1c(NC(=O)C2C3C=CC(C3)C2C(=O)O)sc2c1CCCC2 (stereo unspecified)	-41
CCCCOC(=O)c1ccc(NC(=S)NC(NC(=O)OCC)C(Cl)(Cl)Cl)cc1 (stereo unspecified)	-17
O=C1NC(=Nc2ccc(O)cc2)S/C1=C\c1ccc(F)cc1	16
COc1ccc(C2SCC(=O)N2Cc2ccco2)c(OC)c1 (stereo unspecified)	-6
COc1ccccc1/C=C1\SC(=S)N(c2ccc(Br)cc2)C1=O	-6
COc1cc(CN2CCN(C(=O)c3cccc(Cl)c3)CC2)cc(OC)c1OC	13
COc1ccc(NC(=S)NC(=O)COc2ccc(Cl)cc2)cc1	-16
O=C1NC(=O)N(c2ccccc2)C(=O)/C1=C\c1cccn1-c1cccc([N+](=O)[O-])c1	-4
Cc1ccc(C(C)C)c(OCCOc2ccccc2/C=C2/SC(=S)N(C)C2=O)c1	-19
Cc1cccc(-n2c(CN3C(=O)c4ccccc4C3=O)nc3ccccc3c2=O)n1	6
CCCCOc1cccc(C(=O)Nc2ccc(CC)cc2)c1	-5
COc1ccc(C2C(C#N)=C(N)Oc3c2c(C)nn3-c2ccccc2)cc1OC (stereo unspecified)	6
O=C1NC(=O)N(c2ccc(Cl)cc2)C(=O)/C1=C/c1ccc(I)o1	-1
COc1ccc(CN2CCN(C(=O)c3cccs3)CC2)cc1OC	3
Cc1nc2ccccn2c1C(=O)NC(C)c1ccccc1 (stereo unspecified)	-18
O=C(Nc1cccc(NC(=O)c2ccc(Cl)cc2Cl)c1)c1ccc(-c2ccc([N+](=O)[O-])cc2)o1	0
CCOC(=O)COc1ccc2c(=O)c(Oc3ccccc3Br)coc2c1	-4
Cc1cc(-c2ccc(C=C3C(=O)NC(=S)NC3=O)o2)c([N+](=O)[O-])cc1C	12
COc1ccc(N(CC(=O)Nc2ccccc2F)S(=O)(=O)c2ccc(OC)c(OC)c2)cc1	14
O=c1c2ccccc2nc(SCc2ccc(Br)cc2)n1-c1ccccc1	-6
O=C1NN(c2ccccc2)C(=O)/C1=C/c1cccc(O)c1	36
COC(=O)c1c(C)oc2cc3c(C(=O)OC)c(C)oc3cc12	3
COc1ccc(OC)c(NC(=S)NC(NC(=O)c2cccc(I)c2)C(Cl)(Cl)Cl)c1 (stereo unspecified)	-18
COC(=O)c1ccccc1-c1ccc(/C=C2/C(=O)N(c3ccccc3)N=C2C)o1	-10
CCN(CC)CCN1C(=O)c2ccccc2NC1c1ccccc1F (stereo unspecified)	-5
Cn1c(SCC(=O)N/N=C/c2ccco2)nc2ccccc21	-2
O=C(c1ccc([N+](=O)[O-])cc1)N1CCN(CC2CC3C=CC2C3)CC1 (stereo unspecified)	-4

Remaining list, next part:
Molecule	DUSP3 inh
O=[N+]([O-])c1ccc(-c2ccc(/C=C/c3ccc4ccccc4n3)o2)cc1	-10
Cc1ccc(-c2nc3cc(Cl)ccc3o2)cc1NC(=O)c1cccs1	-12
Cn1c(=O)c([N+](=O)[O-])c(-n2ccnc2)c2ccccc21	4
COc1ccc(CCNC(=O)c2cc(Cl)ccc2[N+](=O)[O-])cc1OC	-37
COc1ccc2c(=O)cc(C(Cl)(Cl)Cl)oc2c1	-13
COc1ccc(OCC(O)CN(C)S(=O)(=O)O)cc1 (stereo unspecified)	0
Cc1ccc(NC(=O)CC(C(=O)O)C2CCCO2)cc1 (stereo unspecified)	-25
